# hcGAS lum – blocks human cGAS activity; Q8N884; recombinant h-cGAS, ATP depletion, Kinase-Glo luminescence; inhibition, % at 12.5 µM; 290,000 tested, 0.081% active;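 further: 0% = vehicle reaction and 100% = reaction without DNA for no activity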
# Target sequence (Q8N884 whole entry, looked up): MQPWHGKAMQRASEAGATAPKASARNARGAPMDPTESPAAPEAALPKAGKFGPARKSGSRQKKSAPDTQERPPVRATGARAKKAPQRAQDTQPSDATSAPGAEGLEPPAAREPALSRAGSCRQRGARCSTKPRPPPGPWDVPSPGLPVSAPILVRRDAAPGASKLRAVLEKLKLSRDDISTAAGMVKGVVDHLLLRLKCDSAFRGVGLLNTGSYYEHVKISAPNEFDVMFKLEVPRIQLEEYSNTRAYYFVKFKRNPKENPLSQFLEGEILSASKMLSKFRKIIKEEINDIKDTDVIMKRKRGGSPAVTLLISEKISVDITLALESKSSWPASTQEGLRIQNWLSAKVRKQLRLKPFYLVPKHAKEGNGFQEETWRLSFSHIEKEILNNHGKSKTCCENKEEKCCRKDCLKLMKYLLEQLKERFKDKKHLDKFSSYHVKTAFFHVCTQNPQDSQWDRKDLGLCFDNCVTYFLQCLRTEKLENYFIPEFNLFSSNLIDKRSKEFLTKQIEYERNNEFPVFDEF
# mcGAS inh – mouse cGAS inhibition by luminescence | inhibition, % at 12.5 µM | 160,000 tested, 0.15% active | AID 1259399 | Q8C6L5 | recombinant cGAS, Kinase-Glo ATP depletion luminescence;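 further: 0% = negative control wells and 100% = reference inhibitor with no enzyme activity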
# NPYLR7 ag – mosquito NPYLR7 agonism | activation, % at 10 µM | 270,000 tested, 0.15% active | HEK293T NPYLR7/Galpha15, GCaMP6s calcium fluorescence | AID 1259423; in the data active means activation above about 40%;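 further: 0% = vehicle and 100% = reference agonist at the receptor; some compounds past the cut are filed as inactive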
# Starred values were filed as active, the others as inactive; . = no result given; & = joins results of further samples. Unless noted, no stated cut-off is given here; in the data, active means inhibition above about 40%; inactive means the rest.
# The line under a structure holds: hcGAS lum	mcGAS inh	NPYLR7 ag
1. COc1ccccc1C(=O)N1CCN(c2ccc(C)cc2C)C(=O)C1C (stereo not given)
  -7.3	-4.5	19.5
2. O=C(NCC1CCCO1)C1COC2(CCN(C(=O)c3ccc(F)cc3)CC2)N1C(=O)c1ccco1 (stereo not given)
  -3.8	-3.6	26.9
3. COc1ccc(C(=O)NCC(C)c2nc3ccccc3n2C(F)F)cc1 (stereo not given)
  -2.6	.	-3.5
4. CC(C)NC(=O)NNC(=O)c1cccn(Cc2cccc(Cl)c2)c1=O
  -3.1	.	6.0
5. COCCN(CC(=O)Nc1cc(-c2ccccc2)nn1-c1ccc(F)cc1)C(=O)Nc1ccc(F)cc1F
  -10.1	-5.6	18.0
6. CC(=O)Nc1cccc(-n2c(C)nn(CC(O)c3ccccc3)c2=S)c1 (stereo not given)
  7.7	.	-0.5
7. CC(NC(=O)CCn1ccc(=O)[nH]c1=O)C1=CCCCC1 (stereo not given)
  -6.8	-13.0	17.1
8. O=C(Cn1nc(-c2cccs2)c2sc(N3CCCC3)nc2c1=O)NCc1ccccc1
  -6.8	-5.6	-2.1
9. CCn1c(O)c(C=C2C=Nc3ccccc32)sc1=S
  -4.3	.	-3.4
10. COCc1nc(N2CCNC(C)C2)c2cnn(C)c2n1 (stereo not given)
  -6.0	-10.8	6.9
11. CN(Cc1ccc(N(C)C)cc1)C(=O)c1cccc(C(N)=O)c1
  -14.7	.	-0.8
12. Cc1cc(=O)oc(C)c1C(=O)OCC(=O)Nc1ccc(N(C)C)cc1
  -3.5	-9.2	5.7
13. COc1ccc(CCNC(=O)c2sc3nc(-c4cccc([N+](=O)[O-])c4)cn3c2C)cc1OC
  -2.5	-5.6	6.4
14. NC(=O)N/N=C\c1sc(=O)n(Cc2ccccc2)c1Cl
  -8.0	-3.4	-5.4
15. O=C(O)C1CC2(CCNCC2)CN1Cc1cc(F)ccc1F (stereo not given)
  -3.0	.	5.5

# Record cards (already shown). Values in the order: hcGAS lum, mcGAS inh, NPYLR7 ag
# Shown for COc1ccc(CCNC(=O)c2sc3nc(-c4cccc([N+](=O)[O-])c4)cn3c2C)cc1OC → -2.5, -5.6, 6.4
# Shown for O=C(O)C1CC2(CCNCC2)CN1Cc1cc(F)ccc1F (stereo not given) → -3.0, ., 5.5
# Shown for CC(NC(=O)CCn1ccc(=O)[nH]c1=O)C1=CCCCC1 (stereo not given) → -6.8, -13.0, 17.1
# Shown for Cc1cc(=O)oc(C)c1C(=O)OCC(=O)Nc1ccc(N(C)C)cc1 → -3.5, -9.2, 5.7

# Further records follow.
# The line under a structure holds: hcGAS lum	mcGAS inh	NPYLR7 ag
16. O=C1c2nccnc2C(=O)N1c1ccc(F)cc1F
  -5.0	-3.0	3.2
17. CC1(c2cc(C(=O)N3CCC(Oc4ccccn4)CC3)c3ccccc3n2)CC1
  0.7	.	-6.3
18. c1c(CN2CCC(Cc3noc(C4CC4)n3)CC2)nn2c1CNCCC2
  -2.2	.	20.1
19. Cc1ccccc1C1c2ccsc2CCN1CC(=O)N1CCCN(C(=O)c2ccc(C(F)(F)F)cc2)CC1 (stereo not given)
  -3.6	-4.1	10.5
20. COc1cccc(Cc2nsc(N(CC(=O)N3CCN(c4ccccc4F)CC3)Cc3ccccc3)n2)c1
  -4.6	-5.6	.
21. Cc1ccc(C(=O)N2CCC(c3n[nH]c(=O)n3Cc3ccccc3)CC2)cn1
  -6.5	-15.0	10.9
22. Cc1ccc(CSc2nncc(=O)[nH]2)cc1
  6.9	-3.2	-1.5
23. O=C(c1ccnnc1)N1CCn2nc(C(=O)N3CCCC3)cc2C1
  -3.0	.	-6.8
24. COc1ccccc1C(=O)N(CCN1CCOCC1)CC(=O)N(Cc1ccc2c(c1)OCO2)Cc1ccco1
  -4.3	-5.0	.
25. COc1ccccc1-n1c(CNC(=O)COc2ccccc2)nnc1SCC(=O)Nc1nccs1
  -7.8	-6.1	11.9
26. Cc1cc(C)c(C#N)c(SCC(=O)Nc2ccc(Cl)cc2)n1
  0.6	0.6	-3.4
27. CC(Cc1n[nH]c(=S)o1)c1ccccc1 (stereo not given)
  -7.2	.	2.5
28. CC(Cc1ccc(O)c(O)c1)(NN)C(=O)O (stereo not given)
  -0.8&-3.4	-4.8	-1.7&-3.5
29. Cc1cc(C(=O)N(CCn2cccn2)c2nc3c(F)cccc3s2)no1
  -3.8	-11.2	-15.4
30. Cn1ncc2c(NCc3ccccc3)nc(N3CCN(CCO)CC3)nc21
  -4.9	-8.0	3.7
31. O=C(c1ccccc1N1CCOCC1)N1CCCC(Nc2ccc(F)cc2)C1 (stereo not given)
  -8.5	-4.9	-2.7
32. COc1ccc(C=C2SC(N3CCCCC3)=NC2=O)cc1F
  -0.8	-7.0	3.8
33. CCCCCOc1ccc(C(=O)NCCCN2CCCC2=O)cc1OCCCCC
  3.0	4.5	0.5
34. CCS(=O)(=O)c1ccc(C(=O)Nc2ccc(-n3cc[nH]c3=O)cc2)cc1
  -9.3	-15.7	16.2
35. Cc1ccc(-n2nnc(C(=O)OCc3ccccc3Cl)c2C)cc1F
  -2.1	1.0	3.8
36. O=C(CCOc1ccccc1)Nc1ccnn1C1CCN(C(=O)COc2ccccc2)CC1
  -1.4	0.1	-8.6
37. CN(C)CCCN(C(=O)c1ccc(Br)s1)c1nc2ccccc2s1
  -9.1	-8.2	-3.0
38. Cc1ccnc(NS(=O)(=O)c2ccc(NC(=O)CCC(=O)O)cc2)n1
  -2.2	-7.4	-0.2
39. CCOC(=O)CNC(=O)N(CCCOC)CC(=O)N(CCc1c[nH]c2ccccc12)Cc1ccc(F)cc1
  -2.2	-5.9	10.7
40. OCC1(Cc2ccccc2)CCCN(Cc2cc3ccccc3[nH]2)C1 (stereo not given)
  -5.7	-2.4	10.6
41. NC(=O)c1c(NC(=O)CSc2nnc(NC3CC3)s2)sc2c1CCCC2
  -1.0	.	3.0
42. O=C1c2cccc3cccc(c23)C(=O)N1CCCN(C(=O)c1cc(Cl)cc(Cl)c1)c1ccccc1
  -0.6	.	0.0
43. COc1ccc2oc(-c3ccc(NC(=O)c4cccc(Br)c4)cc3)nc2c1
  -3.9	-6.6	-2.5
44. CN(Cc1ccccc1)c1nc2nonc2nc1N1CCCC(CN2CCCC2=O)C1 (stereo not given)
  -5.7	.	15.9
45. Cc1ccccc1-n1c(SCC(=O)NCC2CCCO2)nnc1-c1ccccc1F (stereo not given)
  -1.9	-2.5	-3.2
46. CC12CCC(C(=O)N3CCCC3)(CC1=O)C2(C)C (stereo not given)
  -11.4	.	-0.1
47. COc1ccc2ccccc2c1-c1nc2c([nH]1)c(C)nn2C
  -1.9	.	1.6
48. CCOc1ccccc1C(=O)Nc1ccc(N2CCN(C(=O)NCCc3ccc(OC)cc3)CC2)nc1
  5.5	4.7	5.7
49. Cc1ccc(C2CC(=O)C(C=NCCN3CCN(C(=O)C(C)C)CC3)=C(O)C2)cc1 (stereo not given)
  2.4	.	7.1
50. Cc1ccc(N=Cc2nc(-c3ccccc3)oc2O)c(C)c1
  5.6	3.0	-4.6
51. CCCCS(=O)(=O)N(CCCN1CCOCC1)CC(=O)N(Cc1ccc(F)cc1)Cc1ccco1
  0.4	0.3	4.2
52. COC(=O)c1cccc(N=C2N=C(N)c3ccccc32)c1
  -6.1	.	5.7
53. Cc1ccccc1-c1nc(OC(C)C)nn1-c1cccc(NC(=O)C2CCC2)c1
  -6.5	-5.3	23.3
54. N#Cc1cccc(C(=O)N2CCCSC2=Nc2cccc(C(F)(F)F)c2)c1
  0.1	2.8	3.9
55. Cc1ccc(N2CC(C(=O)Nc3cc(-c4cccs4)nn3-c3nc(C)cc(=O)[nH]3)CC2=O)cc1 (stereo not given)
  -4.2	.	0.3
56. Cc1cc(=O)[nH]c(-n2nc(C)c(CCC(=O)NCc3cc(-c4ccccc4)on3)c2C)n1
  -7.1	.	8.5
57. CCCOC(=O)C1=C(C)NC2=C(C(=O)CCC2)C1c1cc(OC)ccc1OC (stereo not given)
  -2.3	-3.7	3.9
58. CCN(C1=NC2CS(=O)(=O)CC2S1)c1ccc(C)c(C)c1 (stereo not given)
  -5.5	-3.9	5.1
59. CCN(CC)CCCNC(=O)c1cccc(S(=O)(=O)N2CCOCC2)c1
  0.0	-4.6	-4.7
60. Cc1ccc(NC(=O)CSc2nc(=O)n3ccccc3n2)c(C)c1
  -8.0	-8.2	1.6

# Among those listed so far, six have two or more sulfur atoms.
# The line under a structure holds: hcGAS lum	mcGAS inh	NPYLR7 ag
8. O=C(Cn1nc(-c2cccs2)c2sc(N3CCCC3)nc2c1=O)NCc1ccccc1
  -6.8	-5.6	-2.1
9. CCn1c(O)c(C=C2C=Nc3ccccc32)sc1=S
  -4.3	.	-3.4
25. COc1ccccc1-n1c(CNC(=O)COc2ccccc2)nnc1SCC(=O)Nc1nccs1
  -7.8	-6.1	11.9
37. CN(C)CCCN(C(=O)c1ccc(Br)s1)c1nc2ccccc2s1
  -9.1	-8.2	-3.0
41. NC(=O)c1c(NC(=O)CSc2nnc(NC3CC3)s2)sc2c1CCCC2
  -1.0	.	3.0
58. CCN(C1=NC2CS(=O)(=O)CC2S1)c1ccc(C)c(C)c1 (stereo not given)
  -5.5	-3.9	5.1

# Remaining list, next part:
# The line under a structure holds: hcGAS lum	mcGAS inh	NPYLR7 ag
61. Cc1ccc(F)c(S(=O)(=O)N2CCC(O)(C(=O)O)CC2)c1
  -5.6	.	4.8
62. Cc1ccc(NC(=O)N(CCN2CCCC2)CC(=O)N(Cc2ccc(F)cc2)Cc2sccc2C)cc1
  -7.0	-0.1	-12.1
63. COc1ccc([C@H]2[C@@H](C(=O)NCCc3c[nH]c4ccc(O)cc34)c3ccccc3C(=O)N2Cc2ccccc2)cc1
  -4.9	-4.3	0.1
64. CCN(C(C)COC)S(=O)(=O)c1ccc(N2CCCC2=O)cc1C (stereo not given)
  -9.8	.	0.0
65. CC(N)=C(C#N)C(=O)CSc1nc(N)cc(=O)[nH]1
  -8.6	-7.4	3.5
66. O=C(c1ccc(F)cc1Cl)N1CCC(c2ccncc2)CC1
  3.1	-0.5	.
67. COCCN1CC(C(=O)NCc2ccc(C(=O)OC)cc2)CCC1=O (stereo not given)
  -8.1	-8.2	0.7
68. CCCCCn1c(Br)nc2c1c(=O)n(C)c(=O)n2C
  0.5	.	5.9
69. Cc1noc(-c2ccc(C(C)(C)C)cc2)c1C(=O)NC1CCCc2ccccc21 (stereo not given)
  -6.3	-6.7	29.3
70. CCCOc1ccccc1C1C(C(=O)OC)=C(C)NC2=C1C(=O)CCC2 (stereo not given)
  -3.9	-2.0	3.6
71. COc1ccc2oc(=N)c(C(=O)Nc3ccccc3C)cc2c1
  3.8	-6.1	-4.3
72. Cc1c(C(=O)NCc2ccccc2)cc(-c2ccc(Cl)cc2)n1-c1ccc2c(c1)OCO2
  -12.2	-3.8	-7.7
73. COc1ccc(-c2nc3scc(CCN)n3n2)cc1
  1.3	-0.7	3.7
74. Cc1nc(-c2cccc(F)c2)nc(N2CCN(C(=O)C(C)(C)CCl)CC2)c1C
  -3.7	-3.6	.
75. COc1cc(-n2cnnc2)c2ncccc2c1
  -2.6	-12.3	19.4
76. Cc1ccccc1C1CCN(CCNC2CCN(S(C)(=O)=O)CC2)C1 (stereo not given)
  -5.0	-11.7	7.5
77. CC(C)(O)C#Cc1cccc(C(=O)NCCc2ccccn2)c1
  0.2	-11.6	1.0
78. Cc1nc(CN(C)C2CCN(c3cccc(C)c3C)CC2)no1
  -5.8	.	9.2
79. COc1ccccc1OCC1CN(C(=O)C(C)Oc2ccccc2Cl)CCO1 (stereo not given)
  -2.4	.	17.0
80. COc1ccc(CN2CCc3nc(SCC(=O)Nc4ccc(C)c(C)c4)[nH]c(=O)c3C2)cc1
  -0.4	0.1	-4.8
81. COc1ccc(-c2cnnc(NC(C)Cc3cccc(C)n3)n2)cc1F (stereo not given)
  -3.7	-2.5	-6.9
82. Cc1ccc2[nH]cc(-c3ccc(NCCO)nn3)c2c1
  -7.2	-10.8	.
83. CCOC(=O)c1cc(-c2ccc(N3CCN(C(=O)c4cccnc4Cl)CC3)cc2)n(-c2ccccc2OC)n1
  -6.2	-6.3	.
84. COCCCNCc1csc(COc2ccccc2C(C)C)n1
  1.6	.	24.0
85. CCCCCCCCc1ccc(-c2ccc(C(=O)Nc3ccc(O)c4c3C(=O)c3ccccc3C4=O)cc2)cc1
  -0.3	-2.7	-2.3
86. CC(C)(C)c1ccc(C2SCC(=O)N2c2cccc(F)c2)cc1 (stereo not given)
  -2.6	.	-1.9

# Screening results as filed in PubChem BioAssay.
